Pol beta inh = DNA polymerase beta (human) inhibition. P06746. Pol beta primer extension/strand displacement, fluorescence kinetic. Potency, µM (top dose mostly 114 µM), for the others: at the highest dose activity change, negative = inhibition, usual class: inhibitors. hit rate 1.3% among 340,000; also: potency is read from the fitted curve at half-maximal effect; % is scaled to controls: 0 for no effect and ±100 for the full control effect
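Pol beta (10 nM) was preincubated with compound for 15 min at room temperature. The reaction was then started with 50 nM substrate and read immediately and after a further 10 min at room temperature.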
ERG-DNA inh = blocks human ERG Ets domain binding to DNA | Potency, µM (titrated, usually from 76.9 µM), without a hit: top-dose FP activity, negative = inhibition, hits mostly inhibitors | hit rate 0.028% among 370,000 | fluorescence polarization, His-ERG Ets domain / labelled DNA | P11308; active = well fitted inhibition curve with a large enough effect in the polarisation, with a control signal flat; inconclusive = small, poorly fitted or top-dose-only effect, or effect the other way, or a change in a side signal; inactive = no such curve, though single readings can be large or run the other way; the % refers to the polarisation;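 also: polarization taken with two DNA probes labelled with fluorescein and Texas red; potency is read from the fitted curve at half-maximal effect; % of control where 0% means no effect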
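His-tagged ERG Ets domain (1 uM in the protein solution; 300mM KCl, 50mM Tris-HCl, 1mM EDTA, 1mM DTT, pH 7.5) received compound, then a probe mix of 5 nM fluorescein-DNA and 100nM Texas-615-DNA. Fluorescence polarization was read for both dyes.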
APE1 inh = inhibitors of human APE1 endonuclease | P27695 | Potency, µM (series often up to 65.8 µM), inactives show top-dose activity change, negative = inhibition, hits mostly inhibitors | recombinant APE1, TAMRA/BHQ-2 abasic DNA cleavage fluorescence | hit rate 0.35% among 350,000;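 also: potency is read from the fitted curve at half-maximal effect; plate controls were vehicle for no effect and reference inhibitor for full effect; nearly all actives have a fitted effect of over 55% in size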
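Endonuclease cleavage of a quenched abasic-site DNA duplex (50 nM) by APE1 (0.75 nM) was tracked by TAMRA dequenching. Compounds were preincubated with enzyme 15 min at room temperature; data normalized to buffer-only and DMSO wells plus NSC13755 control.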
BLM inh = inhibitors of human Bloom syndrome helicase BLM; P54132; recombinant BLM DNA unwinding, fluorescence dequenching; Potency, µM (doses to about 56.1 µM), without a hit: top-dose activity change, negative = inhibition, most hits filed as inhibitors; hit rate 0.2% among 350,000; AID 2528;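 also: potency is read from the fitted curve at half-maximal effect; plate controls were vehicle for no effect and no enzyme for full effect; nearly all actives have a fitted effect of over 35% in size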
Apoferritin bind = candidate novel general anesthetic via apoferritin binding; apoferritin/1-aminoanthracene competitive binding, fluorescence; P02791; Potency, µM (doses to about 77.5 µM), without a hit: top-dose activity change, negative = displacement, most hits filed as inhibitors; hit rate 0.074% among 350,000; also: potency is read from the fitted curve at half-maximal effect; % is scaled to controls: 0 for no effect and ±100 for the full control effect; nearly all actives have a fitted effect of over 20% in size
Target sequence (P02791 2-175 limits assumed): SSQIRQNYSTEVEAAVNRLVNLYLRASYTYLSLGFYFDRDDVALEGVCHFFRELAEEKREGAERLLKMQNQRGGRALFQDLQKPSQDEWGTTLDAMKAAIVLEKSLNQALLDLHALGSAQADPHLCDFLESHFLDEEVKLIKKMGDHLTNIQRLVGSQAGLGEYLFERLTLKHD
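Probe: 1-aminoanthracene (50% saturated, PBS). Protein: horse-spleen apoferritin, 10 uM. Incubation: 10 min, room temperature. Detection: 380 nm excitation, 535 nm emission. Analysis: normalized response, four-parameter Hill.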
12-LOX inh = ALOX12 (human) lipoxygenase inhibition. P18054. purified 12hLO, xylenol orange hydroperoxide absorbance. Potency, µM (series often up to 108 µM), for inactives: at the highest dose activity change, negative = inhibition, hits mostly inhibitors. hit rate 1.1% among 580,000; also: potency is read from the fitted curve at half-maximal effect; % is scaled to controls: 0 for no effect and ±100 for the full control effect
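Purified human 12hLO (150 nM final) in 25 mM Hepes, 0.01% Triton X-100, pH 7.0 was preincubated 15 min at room temperature with compound. Then 40 uM arachidonic acid was added, 30 min. Hydroperoxide was read by Fe-XO absorbance ratio 573/405 nm.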
POLK inh = inhibitors of human DNA polymerase kappa. purified Pol kappa, fluorescent DNA synthesis assay, 10 min. Potency, µM (highest dose often 107 µM), for inactives: at the top dose activity, negative = inhibition, actives largely listed as inhibitors. hit rate 0.53% among 400,000; also: potency is read from the fitted curve at half-maximal effect; % is scaled to controls: 0 for no effect and ±100 for the full control effect
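Pol kappa 10 nM + cpd, 15 min RT; start w/ substrate 50 nM final; fluorescence kinetic read, 0 and 10 min. Neg ctrl: buffer, no enzyme.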
Pol iota inh = DNA polymerase iota (human) inhibition; Q9UNA4; Pol iota fluorescent replication assay, 10 min; Potency, µM (titrated, usually from 115 µM), inactives show at the highest dose activity, negative = inhibition, usual class: inhibitors; hit rate 1% among 390,000; also: potency is read from the fitted curve at half-maximal effect
Target sequence (Q9UNA4 whole entry, looked up): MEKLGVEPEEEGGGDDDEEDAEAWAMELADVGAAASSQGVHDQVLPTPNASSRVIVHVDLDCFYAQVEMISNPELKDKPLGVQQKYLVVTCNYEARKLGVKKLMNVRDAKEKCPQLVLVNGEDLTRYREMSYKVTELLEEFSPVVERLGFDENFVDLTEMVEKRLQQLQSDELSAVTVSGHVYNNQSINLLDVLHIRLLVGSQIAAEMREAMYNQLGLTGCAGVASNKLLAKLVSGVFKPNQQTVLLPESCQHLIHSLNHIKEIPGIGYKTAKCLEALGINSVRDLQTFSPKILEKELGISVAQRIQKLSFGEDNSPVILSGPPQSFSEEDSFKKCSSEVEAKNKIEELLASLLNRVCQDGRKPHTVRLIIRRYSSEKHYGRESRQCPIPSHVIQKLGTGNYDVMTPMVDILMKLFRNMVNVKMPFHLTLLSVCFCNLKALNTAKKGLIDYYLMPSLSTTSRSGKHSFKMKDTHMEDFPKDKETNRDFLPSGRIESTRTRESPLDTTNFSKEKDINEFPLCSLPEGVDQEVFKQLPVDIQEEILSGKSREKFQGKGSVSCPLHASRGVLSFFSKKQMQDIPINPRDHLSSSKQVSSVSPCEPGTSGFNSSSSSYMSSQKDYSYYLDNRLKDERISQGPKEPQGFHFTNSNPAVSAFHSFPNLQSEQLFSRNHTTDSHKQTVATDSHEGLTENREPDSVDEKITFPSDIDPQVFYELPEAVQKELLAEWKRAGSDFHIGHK
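Fluorescent replication assay read twice, at 0 min and 10 min after adding 50 nM (final) substrate. Enzyme (10 nM) and compounds were first incubated 15 min at room temperature; enzyme-free buffer wells were negative controls.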
TRHR agonist = TRH receptor (human) agonism. P34981. TRHR cells, calcium flux fluo-8, FDSS agonist mode. activation, % at 2 µM. hit rate 0.18% among 360,000; in the data active = activation above about 30%; also: 0% is about no effect
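Read-out: compound-evoked intracellular calcium rise in TRHR cells, fluo-8 dye, kinetic FDSS fluorescence at 1 s/cycle following a 10-cycle baseline. Cells cultured overnight before dye loading (30 min–1.5 h, RT).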
Active calls of the source: *; ? = inconclusive; · = not tested or not shown; & = joins results of further samples; [ ] = dose if it differs, or a comment. Unless noted, calls follow the shape of the dose curve; as a rule, active = well fitted curve in the direction sought with a large enough effect; inconclusive = small, poorly fitted or top-dose-only effect, or another doubt; inactive = no such curve, though single readings can be large; an effect the other way counts as inactive or inconclusive. These rows are one share of the data; count on the stated rates, not on these rows.

No. | smiles | BLM inh | Apoferritin bind | APE1 inh | Pol beta inh | Pol iota inh
1 | COc1ccc(NC(c2ccccc2)c2ccncc2)cc1 (stereo not drawn) | -5% | 2% | -13% | 16% | 61%[activator]
2 | O=C(Nc1ccccc1C(F)(F)F)c1cc2ccccc2o1 | -8% | -19% | 16% | 4% | 0%
3 | O=C(CN1C(=O)c2cccnc2Oc2ccc(Cl)cc21)NC1CCCCC1 | -1% | ? | 5% | 21% | 6%
4 | O=C(Nc1cc(C(F)(F)F)ccc1Cl)c1noc2c1CCCCC2 | -5% | 2% | · | -8% | 9%
5 | CCc1ccc(NCCC(=O)c2ccc(Br)cc2)cc1 | -2% | -2% | -6% | 3% | -6%[58.9 µM]
6 | CSc1nc2cc(C)nn2c(-c2ccccc2Cl)c1C#N | -2% | 9% | 1% | 9% | 35%
7 | Cc1ccc2c(C(=O)CN3CCCC(C)C3)c(C)[nH]c2c1 (stereo not drawn) | -4% | 7% | 57%[activator] | 14% | 24%
8 | O=C(O)C1CC(=O)N(c2ccc(OCc3ccc(Br)cc3)cc2)C1 (stereo not drawn) | -1% | -10% | 3% | 2% | 13%
9 | Nc1ccc(C(=O)Oc2ccc([N+](=O)[O-])cc2)c(O)c1 | -6% | -16% | -1% | 17% | ·
10 | O=C(NCCCc1ccccc1)c1cccc(Br)c1 | · | · | · | · | 20%
11 | O=C(O)COc1ccccc1/C=N/NC(=O)CNC(=O)c1ccc(F)cc1 | 1% | -7% | 13% | -5% | -6%
12 | CCn1c(/C=C\c2ccccc2C)nc2ccccc2c1=O | -2% | ? | -1% | 29% | 11%

No. | 12-LOX inh | POLK inh | TRHR agonist | ERG-DNA inh
1 | ? | -10%[60.1 µM] | 0.0 | -3%
2 | 444%[activator] | -14% | 0.7 | -3%
3 | 479%[activator] | -3% | -0.8 | 6%
4 | 2%&-19% | -5% | 0.8 | 2%
5 | 5% | -8% | -1.0 | -4%
6 | -4% | -3% | 0.3 | 1%
7 | -1% | -5% | 2.6 | 6%
8 | 18% | -23% | 0.4 | 2%
9 | · | · | 0.6 | ·
10 | 43%[activator] | -1% | · | -4%
11 | -11% | 2% | 0.8 | -2%
12 | 4% | -10% | -0.8 | -3%

(listing goes on)
No. | smiles | BLM inh | Apoferritin bind | APE1 inh | Pol beta inh | Pol iota inh
13 | CN1C(=O)C2(SCC(=O)N2c2ccc(Cl)cc2)c2ccccc21 (stereo not drawn) | -1% | -9% | · | 24% | 3%
14 | CCOC(=O)N1CCN(c2c(N3CCC(N4CCCCC4)CC3)c(=O)c2=O)CC1 | 4% | -1% | -2% | 11% | 11%
15 | CCN(CC)CCNC(=O)Cn1cnc2sc(C)c(S(=O)(=O)N3CCOCC3)c2c1=O | -6% | -5% | 7% | 4% | 12%
16 | O=C(CSc1nnc(CSc2nc3ccccc3s2)o1)NC1CCCCC1 | -2% | ? | -2% | 2% | 3%
17 | CN1C(=O)C2CCCCN2c2ccc(C(=O)NCc3ccccc3Br)cc21 (stereo not drawn) | -3% | -12% | · | -18% | 1%
18 | CCN(CC)S(=O)(=O)c1ccc2c(c1)N(CC(=O)Nc1c(C)cccc1C)C(=O)CO2 | -7% | -11% | · | 32% | -15%
19 | Cc1ccc(CS(=O)Cc2ccc(C(=O)NC3CCCCCC3)o2)cc1 (stereo not drawn) | -1% | -22% | 44% | 11% | -10%
20 | Cc1cc(=O)n2nc(N3CCC(C(=O)NCc4ccc(Cl)cc4)CC3)sc2n1 | -3%&-3% | -15%&-9% | 13% | -10%&-2% | 5%&19%
21 | Cc1cc(OCCCCCNCCO)ccc1Cl | -11% | 6% | 0% | 1% | -15%[58.9 µM]
22 | COC(=O)[C@@H](Cc1ccccc1)NC(=O)NCCc1ccccc1 | -3% | -12% | 4% | 78% | 15%
23 | CCOC(=O)N1CCN(C(=O)CSCc2ccccc2C)CC1 | -1% | -7% | 2% | 27% | 14%
24 | COc1ccc(C)cc1NC(=O)c1oc2ccc(S(=O)(=O)N3CCOCC3)cc2c1C | -1% | -7% | · | 0% | -16%

No. | 12-LOX inh | POLK inh | TRHR agonist | ERG-DNA inh
13 | -12% | -6%[60.1 µM] | 0.0 | -1%
14 | 9% | 14% | -0.3 | 4%
15 | 0% | -1% | 1.0 | 10%
16 | -57% | -1% | 0.3 | 2%
17 | ? | -4%[60.1 µM] | -0.5 | 6%
18 | -8% | -1% | 0.2 | 11%
19 | 0% | 6% | 0.7 | -15%
20 | 0%&-15% | 0%&-7% | -0.5&-0.6 | -3%&-1%
21 | 0% | 3% | 1.1 | -1%
22 | 50%[activator] | 5% | 0.0 | -18%
23 | ? | -3% | 0.9 | 10%
24 | -22% | -1%[60.1 µM] | 0.3 | 8%

The list continues.
No. | smiles | BLM inh | Apoferritin bind | APE1 inh | Pol beta inh | Pol iota inh
25 | Cc1ccccc1NC1=C/C(=N\S(=O)(=O)c2cccs2)c2ccccc2C1=O | 20µM* | ? | -8% | 26% | 3.2µM*
26 | O=C(CCC1CCCC1)N1CCC(N2CCCCCC2)CC1 | -1% | 8% | 3% | 0% | 30%[activator]
27 | O=C(CSc1ncccn1)NC(=O)Nc1ccc2c(c1)OCCO2 | -11% | -21% | 1% | 3% | -1%
28 | COc1ccccc1CNC(=O)c1ccc(CS(=O)(=O)c2ccc(C)cc2)o1 | -12% | -22% | -20% | 89µM* | 71µM*
29 | CC(=O)Nc1c(O)nc(SCC(=O)Nc2cccc(C)c2)[nH]c1=O | 0% | 2% | 1% | 1% | -20%
30 | COc1ccc(CC(=O)NC(C)c2nnc(SCCC(=O)Nc3ccccc3)n2C)cc1 (stereo not drawn) | -1% | -5% | -3% | 19% | 1%
31 | O=C(NCc1ccco1)c1ccc2nc3sc4c(c3c(=O)n2c1)CCCC4 | -14% | -1% | -3% | ? | ·
32 | Cc1cccc(NC(=O)NNC(=O)c2c(Cl)c(C)nn2C)c1 | -12% | 2% | 17% | 2% | 20%
33 | O=C(NCC(c1ccco1)N1CCCCC1)c1ccc(COc2ccc(Cl)cc2)cc1 (stereo not drawn) | · | · | · | · | 28%
34 | Cc1ccc(C)c(NC(=O)CSc2nnc(CSc3nc(C)cc(C)n3)n2Cc2ccco2)c1 | -4% | ? | -1% | -1% | 13%
35 | FC(F)(F)c1ccc(N/N=C/c2cccnc2)nc1 | -2% | -7% | 20%[12.4 µM] | -7% | ?
36 | CCOC(=O)c1sc(N)c(C#N)c1CSc1nnc(C2CCCCC2)n1N | 3% | ? | 2% | 0% | ?

No. | 12-LOX inh | POLK inh | TRHR agonist | ERG-DNA inh
25 | -9% | -21% | -0.3 | -9%
26 | -4% | -2% | -0.2 | 11%
27 | 6% | 0% | -0.5 | -1%
28 | ? | ? | 0.2 | 8%
29 | -16% | -14% | 0.5 | ·
30 | -1% | 11% | 0.1 | 8%
31 | · | · | -0.7 | ·
32 | 9% | -16% | 0.1 | 1%
33 | ? | -5% | · | 19%
34 | -18% | -5% | -0.9 | -4%
35 | -1% | -10% | 0.7 | 9%
36 | -4% | -3% | -0.2 | 13%

(list continues)
No. | smiles | BLM inh | Apoferritin bind | APE1 inh | Pol beta inh | Pol iota inh
37 | CCn1c(=O)c(C(=O)NCc2ccc(OC)cc2)c(O)c2ccccc21 | -14% | -8% | -2% | 1% | -2%
38 | Cc1ccc(CCNC(=O)C2CCCN(S(=O)(=O)c3ccc4c(c3)oc(=O)n4C)C2)cc1 (stereo not drawn) | -2% | -1% | · | 7% | 62%[activator]
39 | COc1ccc(NC(=O)CSc2c3c(nc4cc(Cl)ccc24)CCCC3)cc1OC | -3% | 3% | 7% | 2% | -10%
40 | CCCCn1c(N)c(N(CC)C(=O)c2cnc(C)cn2)c(=O)[nH]c1=O | · | · | -7% | · | 3%
41 | c1ccc(CNCC2COc3ccccc3O2)cc1 (stereo not drawn) | -1% | -9% | 13% | 2% | -6%
42 | O=C(NCCN1CCc2ccccc2C1)Nc1ccc([N+](=O)[O-])cc1 | 2% | -21% | -4% | -5% | -11%
43 | CCC(C)NC(=S)NNC(=O)c1ccncc1 (stereo not drawn) | 3% | 0% | 0% | -7% | 8%
44 | Cc1cccc(NC(=O)CNC(=O)CSc2nnc(C(F)(F)F)n2C)c1C | · | · | -12% | · | -19%

No. | 12-LOX inh | POLK inh | TRHR agonist | ERG-DNA inh
37 | 4% | -16% | -0.2 | 2%
38 | 0% | 3% | -1.1 | -10%
39 | -9% | -11% | -1.1 | -2%
40 | -8% | -15% | 0.3 | ?
41 | ? | -4% | -0.1 | -13%
42 | 0% | -5% | 0.4 | -11%
43 | 3% | -19% | 1.9 | 1%
44 | 9% | -1% | -0.4 | 1%

Structural class: those above with a cyano group
No. | smiles | BLM inh | Apoferritin bind | APE1 inh | Pol beta inh | Pol iota inh
6 | CSc1nc2cc(C)nn2c(-c2ccccc2Cl)c1C#N | -2% | 9% | 1% | 9% | 35%
36 | CCOC(=O)c1sc(N)c(C#N)c1CSc1nnc(C2CCCCC2)n1N | 3% | ? | 2% | 0% | ?

No. | 12-LOX inh | POLK inh | TRHR agonist | ERG-DNA inh
6 | -4% | -3% | 0.3 | 1%
36 | -4% | -3% | -0.2 | 13%

An excerpt from above in order of the POLK inh value, smallest number first:
#	Compound	POLK inh
40	CCCCn1c(N)c(N(CC)C(=O)c2cnc(C)cn2)c(=O)[nH]c1=O	-15%
39	COc1ccc(NC(=O)CSc2c3c(nc4cc(Cl)ccc24)CCCC3)cc1OC	-11%
42	O=C(NCCN1CCc2ccccc2C1)Nc1ccc([N+](=O)[O-])cc1	-5%
41	c1ccc(CNCC2COc3ccccc3O2)cc1 (stereo not drawn)	-4%
44	Cc1cccc(NC(=O)CNC(=O)CSc2nnc(C(F)(F)F)n2C)c1C	-1%
